PglD DTNB = blocks C. jejuni PglD acetyltransferase activity; purified PglD enzyme, DTNB colorimetric CoA detection; 0.098% of 360,000 active; inhibition, % at 12.5 µM; in the data active means inhibition above about 16%, passing the limit was not always enough; further: strong numbers were not always called active
ERp5 inh = blocks human ERp5 reductase activity on insulin | inhibition, % at 9.99 µM | ERp5 insulin aggregation, absorbance 650 nm, 90 min | Q15084 | 0.05% of 350,000 active;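 active means mean replicate inhibition above about 25%, with every replicate also reaching it, limit read from the data, passing the limit was not always enough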
RAD52 anneal inh = inhibitors of human RAD52 DNA annealing | P43351 | recombinant RAD52 DNA annealing, FRET fluorescence | inhibition, % at 18.7 µM | 0.46% of 360,000 active | AID 651710;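 active means every replicate showing at least 50% inhibition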
Target sequence (P43351 whole entry, looked up): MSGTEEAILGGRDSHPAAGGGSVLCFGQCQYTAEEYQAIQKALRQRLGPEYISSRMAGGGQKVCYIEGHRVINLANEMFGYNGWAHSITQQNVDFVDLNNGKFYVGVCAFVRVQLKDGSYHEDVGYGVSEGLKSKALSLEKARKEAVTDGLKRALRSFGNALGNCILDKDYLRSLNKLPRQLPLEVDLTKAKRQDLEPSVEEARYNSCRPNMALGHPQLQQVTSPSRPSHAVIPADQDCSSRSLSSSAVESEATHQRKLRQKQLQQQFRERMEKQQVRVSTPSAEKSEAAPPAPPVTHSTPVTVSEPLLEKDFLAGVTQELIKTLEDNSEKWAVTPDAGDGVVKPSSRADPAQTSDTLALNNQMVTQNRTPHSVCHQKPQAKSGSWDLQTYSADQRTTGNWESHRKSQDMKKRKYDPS
ARNT TACC3 PPI = disrupts binding between human ARNT and TACC3 | Q9Y6A5 | 0.66% of 390,000 active | inhibition, % at 9.99 µM | AID 623870 | AlphaScreen His-ARNT PAS-B/GST-TACC3 binding, luminescence; TACC3 fragment carries E629A point mutation;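 active means mean inhibition of replicates at least 50% and at least half of replicates each reaching 50%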;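 further: 0% = complete ARNT plus TACC3 wells and 100% = ARNT alone without TACC3; many hits fall short of the cut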
Casp6 inh = inhibitors of human caspase-6. P55212. inhibition, % at 12.5 µM. 0.53% of 350,000 active. purified caspase-6, Z-VEID-R110 cleavage fluorescence;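 active means mean inhibition across replicates at least about 35%, with every replicate also reaching that limit, limit read from the data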;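 further: 0% = median of neutral control wells and 100% = no fluorescence left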
Target sequence (P55212 24-179 limits assumed): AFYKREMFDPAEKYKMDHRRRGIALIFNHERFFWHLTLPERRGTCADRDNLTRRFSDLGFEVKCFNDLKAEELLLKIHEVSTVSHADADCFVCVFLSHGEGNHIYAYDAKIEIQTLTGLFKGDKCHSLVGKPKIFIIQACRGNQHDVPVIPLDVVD
Target sequence (P55212 194-293 limits assumed): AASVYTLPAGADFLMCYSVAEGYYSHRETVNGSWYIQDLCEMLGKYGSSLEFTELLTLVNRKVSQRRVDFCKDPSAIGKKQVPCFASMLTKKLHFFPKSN
esBAF inh = inhibitors of esBAF chromatin remodeling in mouse ES cells; AID 602393; Bmi1-luciferase knock-in reporter, 24 h; 100% = twice the neutral-well signal; reporter increase, % at 12.5 µM; 2% of 350,000 active; in the data active means activation above about 40%;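 further: 0% = median of the plate's neutral control wells and 100% = double that signal; a rise in the Bmi1 reporter signal indicates esBAF inhibition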
E-selectin induc = E-selectin induction on HUVECs. P16581. HUVEC E-selectin immunofluorescence imaging; normalized: neutral wells 0, TNF-alpha wells 100. activation, % at 7.58 µM. 0.37% of 260,000 active. AID 686992;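 active means mean E-selectin-positive cell signal at least 10% of the positive control, reached in at least 60% of replicates, without over 20% cell loss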;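 further: in these data hits start at about 27%; measured in HUVEC primary endothelial cells; signal is the percent of cells scored E-selectin positive by PE staining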
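System: HUVEC, human umbilical vein endothelial cells; quantity: 3,000 cells/well; buffer or medium: EGM-2 medium, gelatin-coated wells; dosing: single-point compound dose; detection: immunofluorescence imaging; evaluation: % PE-positive cells; benchmarks: TNF-alpha, DMSO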
RAD54 branch = inhibitors of human RAD54 branch migration | 0.14% of 360,000 active | RAD54 Holliday junction branch migration, FAM/BHQ fluorescence | inhibition, % at 10.4 µM | Q92698 | AID 602329;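 active means mean normalized replicate activity at least 40 and at least half of replicates scoring 40 or more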;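 further: 0% = median of neutral control wells and 100% = median of positive control wells; inhibitors cause a drop in the FAM fluorescence signal; in these data hits start at about 50%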
Numbers without * were called inactive; / = not tested or not shown.

#	canonical_smiles	PglD DTNB	ERp5 inh	RAD52 anneal inh	ARNT TACC3 PPI	Casp6 inh	esBAF inh	E-selectin induc	RAD54 branch
1	CN(C)C(=O)C[C@H]1CC[C@@H]2[C@H](COC[C@@H](O)CN2CC2CCCC2)O1	10	-2	20	-13	4	-7	0.0	2
2	CO[C@@H]1CN(C)C(=O)c2cc(NS(=O)(=O)c3ccccc3C)ccc2OC[C@H](C)N(C)C[C@@H]1C	-1	1	0	-7	-3	1	0.1	-8
3	Nc1nc(-c2cccnc2)nn1S(=O)(=O)c1ccccc1	2	/	/	14	/	-10	/	-12
4	CCN1C(=O)N(C(C)=O)[C@H]2C[C@H](C(=O)N3CCCC3)[C@H](C)[C@H](c3ccccc3)C[C@H]21	/	2	-13	/	-2	/	-0.3	/
5	CN(C)Cc1cn(CC[C@@H]2CC[C@H](NS(=O)(=O)c3ccccc3)[C@H](CO)O2)nn1	26	-3	0	-6	1	-3	-0.5	4
6	O=C(NCc1cccs1)C(=O)NCC(c1ccco1)N1CCN(c2ccccc2F)CC1 (stereo not given)	/	3	-9	-1	0	/	/	/
7	COc1ccc(NC(=O)Nc2ccc3c(c2)[C@H]2C[C@@H](CC(=O)N4CCCCC4)O[C@H](CO)[C@H]2O3)cc1	2	11	-15	-9	3	5	0.1	-2
8	COc1ccc(C#Cc2ccc([C@@H]3[C@@H](CO)N4C(=O)CN(C(=O)c5ccncc5)C[C@H]34)cc2)cc1	/	1	-18	/	2	/	0.7	/
9	CS(=O)(=O)N1[C@H](C#N)[C@@H](c2ccc(C#CC3CCCCC3)cc2)[C@@H]1CO	4	0	-54	-3	0	-4	-0.6	10
10	CCC(C)(C)NC(=O)C(c1cccn1C)N(C(=O)Cn1nnc2ccccc21)c1ccccc1OC (stereo not given)	-2	/	/	5	/	-2	/	-1
11	COc1ccc2oc(C(=O)NCc3cc(OC)c(OC)cc3OC)c(C)c2c1	0	3	-11	5	0	8	0.7	0
12	O=C(c1ccc(-n2cncn2)c([N+](=O)[O-])c1)N1CCN(S(=O)(=O)c2cccc(F)c2)CC1	8	-2	0	8	0	-2	-0.2	6
13	Cc1ccccc1S(=O)(=O)N1C[C@@H](O)COC[C@@H]2O[C@H](CC(=O)N3CCOCC3)CC[C@H]21	0	-6	-10	-5	3	3	-0.1	0
14	CCOC(=O)c1sc(NC(=O)CCN2C(=O)C3CCCCC3C2=O)cc1C (stereo not given)	-7	9	2	/	6	-8	/	6
15	COc1ccc(OC)c(/C=C/C(=O)N2C(=O)c3cccc(N)c3C2=O)c1	/	3	-51	-8	0	/	/	/
16	Cc1ccc(OCC2Cn3c(nc4c3c(=O)[nH]c(=O)n4C)O2)cc1 (stereo not given)	-2	/	/	1	/	-11	/	13
17	O=C(Nc1ccc(N2CCCCC2)cc1)c1cccnc1	-4	/	/	2	/	62*	/	-8
18	C[C@H](CO)N1C[C@H](C)[C@H](CN(C)S(C)(=O)=O)Oc2ccc(NC(=O)Cc3cn(C)c4ccccc34)cc2C1=O	9	3	12	3	-1	1	-6.3	3
19	CCCCC(=O)Nc1nnc(S(=O)(=O)N(CC)c2ccc(OC)cc2)s1	-2	1	-15	4	-2	3	-1.6	-3
20	CC(C)CC#Cc1cnc2c(c1)C(=O)N([C@@H](C)CO)C[C@@H](C)[C@@H](CN(C)C(=O)Cc1ccccc1)O2	-1	-1	6	13	-2	5	0.0	7
21	Cc1ccc(NC(=O)Cc2ccc(Cl)c(Cl)c2)cc1S(=O)(=O)N(C)C	-1	/	/	-5	/	/	-0.1	-5
22	CCCOc1cccc(C2C(C(=O)c3cccs3)=C(O)C(=O)N2Cc2cccnc2)c1 (stereo not given)	2	/	-8	-19	-4	/	/	-1
23	CCn1nnnc1SCC(=O)N1CCN(c2ccccc2)CC1	9	5	-9	2	-1	/	0.0	0
24	COc1cccc(C(=O)Nc2ccc3c(c2)OC[C@H](C)N(C(=O)C2CCCC2)C[C@H](C)[C@H](OC)CN(C)C3=O)c1	-1	2	3	-9	3	5	0.0	-6
25	C(=C\c1nc2ccccc2[nH]1)/c1ccccc1	-183	/	/	3	/	-46	/	-3
26	Cc1c(C(=O)N2CCCCC2)oc2ccc(S(=O)(=O)N3CC(C)CC(C)C3)cc12 (stereo not given)	1	/	/	-5	/	6	/	0
27	CC1CCN(C(=O)CSc2nc3ccccc3c(=O)n2Cc2ccc3c(c2)OCO3)CC1	1	/	/	0	/	3	/	-3
28	O=C1[C@@H]2C(c3ccc(F)cc3)=NO[C@@H]2C(=O)N1Cc1ccccc1	8	-2	-10	/	0	/	-0.1	-5
29	C/C=C/c1ccc([C@H]2[C@@H](CO)N3C(=O)CN(C(=O)c4ccncc4)C[C@@H]23)cc1	/	6	8	/	2	/	0.3	/
30	CCOc1ccc(/C(O)=C2/C(=O)C(=O)N(c3ccccn3)C2c2ccc(Cl)cc2)c(C)c1 (stereo not given)	-2	2	-30	-1	-1	7	0.0	4
31	OC(c1cccc(Cl)c1)c1nc(-c2ccc(F)c(Cl)c2)cs1 (stereo not given)	1	2	-17	/	1	-4	0.7	13
32	CCn1cc(C(=O)OCC(=O)Nc2cc(S(=O)(=O)N(C)C)ccc2C)c(=O)c2ccc(C)nc21	-1	/	/	-8	/	-3	/	13
33	CO[C@H]1CN(C)C(=O)c2cc(NC(C)=O)ccc2OC[C@H](C)N(Cc2ccccn2)C[C@@H]1C	2	-4	-1	-8	-1	-2	-0.2	-9
34	O=S(=O)(N[C@@H]1CC[C@H](CCn2cc(Cc3ccccc3)nn2)O[C@@H]1CO)c1ccccc1F	3	-2	2	-3	-2	-6	-0.2	6
35	Cc1ccccc1S(=O)(=O)N1[C@H](C#N)[C@H](c2ccc(-c3ccc(F)cc3)cc2)[C@@H]1CO	-2	0	-21	-2	-3	-6	0.1	6
36	COc1ccc(CNC(=O)C[C@H]2C[C@@H]3c4cc(NC(=O)CC5CC5)ccc4O[C@@H]3[C@@H](CO)O2)cc1	9	/	/	/	/	8	0.1	-15
37	CCOc1c(CNCCNC(=O)c2nonc2N)cccc1OC	-1	2	-15	-8	2	-2	/	1
38	Cc1ccc(S(=O)(=O)CCC(=O)c2ccc(O)cc2O)cc1	0	/	/	-2	/	-3	/	0
39	COc1ccc(S(=O)(=O)Cc2ccc(C(=O)N3CCC(C(N)=O)CC3)o2)cc1	4	0	-18	-2	1	-1	/	-3
40	CCCCNC(=O)C(NC(=O)c1ccc(C(F)(F)F)cc1)C(=O)c1ccccc1 (stereo not given)	/	0	-3	/	-2	/	2.7	/
41	COC(=O)c1cc(OC)c(OC)cc1NC(=O)c1ccco1	-1	/	/	16	/	-23	/	4
42	COc1ccc(S(=O)(=O)N(C)c2ccccc2)c2cccnc12	13	-1	2	-2	1	-3	/	-19
43	CCOc1ccc2nc(SCC(=O)NCC3CCCO3)sc2c1 (stereo not given)	2	-2	-6	-7	2	11	/	2
44	CC(C)(C)N(Cc1ccccc1)C(=O)COC(=O)C1CCCCC1	-2	0	6	-11	5	/	0.7	0
45	Cc1ccc2nc(-c3ccccc3)cc(C(=O)NCC3CCCO3)c2c1 (stereo not given)	4	4	-17	/	0	/	/	-13
46	O=C(C[C@H]1C[C@H]2c3cc(NS(=O)(=O)c4ccc(F)cc4)ccc3O[C@H]2[C@H](CO)O1)NC1CCCC1	3	14	5	-3	-2	15	0.1	2
47	COc1ccc(Br)cc1CN(C)C(=O)C1=CC=CN2CCS(=O)(=O)N=C12	2	-6	-5	-1	1	-4	0.4	-3
48	COc1cccc(NC(=O)Cn2nnc(C(=O)Nc3cc(Cl)ccc3OC)c2N)c1	1	0	-10	-55	-1	-9	0.0	-5
49	C[C@@H]1CN([C@H](C)CO)C(=O)c2cccc(NC(=O)Nc3ccc(C(F)(F)F)cc3)c2O[C@@H]1CN(C)S(C)(=O)=O	-1	-3	-3	1	3	-2	3.2	-10
50	COc1ccccc1NC(=O)/C(C#N)=C/c1ccncc1	2	3	-10	0	0	/	0.3	-2

Later entries:
#	canonical_smiles	PglD DTNB	ERp5 inh	RAD52 anneal inh	ARNT TACC3 PPI	Casp6 inh	esBAF inh	E-selectin induc	RAD54 branch
51	COc1ccc(S(=O)(=O)Nc2ccccc2C(=O)NC(C)(C)C)cc1OC	-1	/	/	-8	/	-3	/	-6
52	C=C(C(=O)c1ccccc1)C(C)C(=C)C(=O)c1ccccc1	/	-6	-4	-4	8	/	4.0	/
53	O=C(NC1=NCCS1)c1ccc(Cl)s1	2	/	/	-8	/	57*	/	1
54	CNc1nc(SC)nc(N(C#N)CC(=O)OC)n1	-1	/	/	-8	/	2	/	2
55	C=C(C)C1CC=C(CN2CC(C)OC(C)C2)CC1 (stereo not given)	-2	/	/	-7	/	-9	/	-2
56	COc1ccc(-c2noc(CSc3nnc(-c4ccncc4)n3-c3ccc(F)cc3)n2)cc1OC	0	0	-4	-1	3	3	/	-13
57	Cc1cc(C)n(-c2cc(-c3ccccc3)nc(C)n2)n1	-30	/	/	-2	/	-1	/	-2
58	CCCNC(=O)Nc1ccc2c(c1)OC[C@H](C)N(Cc1cncnc1)C[C@H](C)[C@H](OC)CN(C)C2=O	1	3	-11	-1	-2	2	-0.1	0
59	Nn1c(SCC(=O)Nc2nccs2)nncc1=O	/	-11	-14	14	1	/	-0.1	/
60	N#Cc1ccc(Cl)cc1NC(=O)CSc1cccc[n+]1[O-]	6	1	0	-8	0	-3	1.1	-1
61	COc1cc(-c2nnc3n(CCc4ccccc4)c(=O)c4ccccc4n23)cc(OC)c1OC	/	3	-8	-5	-1	/	-1.9	/
62	CCN(CC)S(=O)(=O)c1cc(NC(=O)CCn2[nH]c(=O)ccc2=O)ccc1C	2	-1	-5	2	8	2	-0.8	0
63	COc1ncccc1-c1cnc2cccnn12	-1	1	1	/	4	3	0.0	-3
64	O=C(Nc1ccccc1)c1cnc2n(c1=O)CCS2	8	-9	-5	-4	1	39	0.4	1

Ordered by heavy-atom count (lowest first): some entries from above.
#	canonical_smiles	PglD DTNB	ERp5 inh	RAD52 anneal inh	ARNT TACC3 PPI	Casp6 inh	esBAF inh	E-selectin induc	RAD54 branch
63	COc1ncccc1-c1cnc2cccnn12	-1	1	1	/	4	3	0.0	-3
59	Nn1c(SCC(=O)Nc2nccs2)nncc1=O	/	-11	-14	14	1	/	-0.1	/
64	O=C(Nc1ccccc1)c1cnc2n(c1=O)CCS2	8	-9	-5	-4	1	39	0.4	1
57	Cc1cc(C)n(-c2cc(-c3ccccc3)nc(C)n2)n1	-30	/	/	-2	/	-1	/	-2
60	N#Cc1ccc(Cl)cc1NC(=O)CSc1cccc[n+]1[O-]	6	1	0	-8	0	-3	1.1	-1
52	C=C(C(=O)c1ccccc1)C(C)C(=C)C(=O)c1ccccc1	/	-6	-4	-4	8	/	4.0	/
51	COc1ccc(S(=O)(=O)Nc2ccccc2C(=O)NC(C)(C)C)cc1OC	-1	/	/	-8	/	-3	/	-6
62	CCN(CC)S(=O)(=O)c1cc(NC(=O)CCn2[nH]c(=O)ccc2=O)ccc1C	2	-1	-5	2	8	2	-0.8	0
61	COc1cc(-c2nnc3n(CCc4ccccc4)c(=O)c4ccccc4n23)cc(OC)c1OC	/	3	-8	-5	-1	/	-1.9	/
56	COc1ccc(-c2noc(CSc3nnc(-c4ccncc4)n3-c3ccc(F)cc3)n2)cc1OC	0	0	-4	-1	3	3	/	-13
58	CCCNC(=O)Nc1ccc2c(c1)OC[C@H](C)N(Cc1cncnc1)C[C@H](C)[C@H](OC)CN(C)C2=O	1	3	-11	-1	-2	2	-0.1	0

Random draw from the library; any-hit rate near 3.2%.
